M. tuberculosis – growth inhibition of non-replicating M. tuberculosis (AID 488890); Mycobacterium tuberculosis non-replicating, growth inhibition; higher % means a stronger effect; inhibition, % at 25 µM; hits with a dose series show IC50 in µM; 320,000 compounds, 0.39% hits; in the data active = a potency from the dose series; inconclusive = inhibition mostly from about 82% at the one dose, without a potency; inactive = the rest, 99 in 100 with inhibition below about 76%;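 also: plate controls were DMSO cells for no effect and high antibiotic wells for full effect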
inhibitors of VEEV – inhibitors of VEEV TC-83 cytopathic effect, confirmation, Vero cells (AID 588727); Vero cells, VEEV TC-83 cytopathic effect inhibition; higher % means a stronger effect; 350,000 compounds, 0.13% hits; inhibition, % at 20 µM; hits with a dose series show IC50 in µM; in the data active = a potency from the dose series; inconclusive = inhibition mostly from about 14% at the one dose, without a potency; inactive = the rest, 99 in 100 with inhibition below about 12%; also: strong numbers were not always called active
M. tuberculosis HTS – M. tuberculosis growth inhibition, HTS (AID 449762); M. tuberculosis H37Rv growth inhibition, 7H9 media; higher % means a stronger effect; inhibition, % at 25 µM, or IC50 in µM where a hit was titrated; 330,000 compounds, 0.59% hits; in the data active = a potency from the dose series; inconclusive = inhibition above about 70% without an active follow-up result;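 also: bacterial growth assessed after seven days of incubation; strong numbers were not always called active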
PhoP GFP inhibition – PhoP regulon inhibitors, Salmonella typhi PhoP promoter GFP reporter, confirmatory (AID 1850); Salmonella Typhi PhoP-promoter GFP reporter, fluorescence, 4 h; higher % means a stronger effect; one-dose inhibition, % at 50 µM; IC50 in µM for titrated hits; 310,000 compounds, 0.33% hits; in the data active = a potency from the dose series; inconclusive = inhibition mostly from about 25% at the one dose, without a potency; inactive = the rest, 99 in 100 with inhibition below about 19%;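 also: 0% = induced wells with vehicle and 100% = uninduced wells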
H1N1 NS1A inhibition – H1N1 influenza NS1A inhibitors, functional cell based assay (AID 504329) | one-dose inhibition, % at 12.5 µM; IC50 in µM for titrated hits | NS1A functional cell-based assay, percent inhibition; higher % means a stronger effect | 340,000 compounds, 0.3% hits; in the data active = a potency from the dose series; inconclusive = inhibition above about 27% without an active follow-up result; also: strong numbers were not always called active
inhibitors of VEEV 10K pilot screen – recorded beside inhibitors of VEEV, whose call it bears; inhibition, %; measured here: 10K pilot screen inhibition
The depositor's hits bear a star; i = inactive; ? = inconclusive; . = not tested or not shown; & = joins results of further samples. The order is random. Share with any hit: about 1.6%.

SMILES	M. tuberculosis	inhibitors of VEEV	M. tuberculosis HTS	PhoP GFP inhibition	H1N1 NS1A inhibition	others
COc1ccccc1Cc1nnnn1CC(=O)O	-38%	1.8%	-1%	-8%	6%
Cc1cc(C(=O)CSc2ccc(F)cc2)cc(C)c1O	-4%	1.4%	0%	1%	-1%
COc1ccc(CCN(C)Cc2c(F)cccc2F)cc1OC	0%	i	4%	3%	4%
O=C(Nc1cccc(N2C(=O)C3C4C=CC(C4)C3C2=O)c1)c1cccs1 (stereo not drawn)	11%	1.5%	3%	-5%	-4%
Cc1csc(SCC(=O)c2c(N)n(C)c(=O)n(C)c2=O)n1	-6%	0.2%	4%	7%	1%
O=C(O)C1CC1C(=O)N1CCN(c2ccc(Cl)c(Cl)c2)CC1 (stereo not drawn)	-14%	0.3%	-9%	-4%	12%
Cc1ccc(S(=O)(=O)Nc2cc3c(C(=O)Nc4ccccc4)c(C)oc3c3ccccc23)cc1	-20%	1.8%	10%	9%	-1%
CCN(CC)CCN(C(=O)CN1C(=O)c2ccccc2C1=O)c1nc2cc3c(cc2s1)OCO3	-8%	i	-9%	-6%	-5%
C#CCOCCOCCOCCNc1nc(N2CCN(C(=O)[C@H]([C@@H](C)CC)n3cc([C@@H](N)CO)nn3)CC2)nc(N2CCN(C(=O)[C@H](CCCCN)n3cc([C@@H](N)C(C)CC)nn3)CC2)n1 (stereo partly drawn)	66%	1.2%	-6%	-4%	3%	inhibitors of VEEV 10K pilot screen=1.2
CC(C)CNC(=O)COC(=O)/C=C/c1ccco1	75%	0.2%	-1%	-4%	-5%
CCn1c(O)c(N=Nc2ccc(Cl)c(C(=O)O)c2)c2ccccc21	-3%	0.7%	-12%	8%	-1%
COc1cccc(C(=O)Oc2ccc(/C=N/Nc3ccc(C(=O)O)cc3)cc2OC)c1	72%	0.5%	7%	-7%	1%
CSc1nnc(C)c(=O)n1COC(=O)c1ccc(S(=O)(=O)N2CCCC2)cc1	-11%	0.9%	-9%	-3%	-3%
c1ccc(-c2ccc(CN3CCN(c4ncccn4)CC3)cc2)cc1	56%	i	12%	10%	-4%
CCNS(=O)(=O)c1ccc2nc(NC(=O)/C=C/c3cc(OC)c(OC)c(OC)c3)sc2c1	18%	2.0%	6%	9%	-15%
COc1ccccc1N1CCN(C(=O)c2sc3nc(-c4ccccc4)cn3c2C)CC1	35%	0.2%	2%	-5%&-5%	-6%
Nn1c(C2CCCCC2)nc2ccccc2c1=O	11%	i	2%	0%	2%
COc1ccc(C2=NNC(c3cccnc3)=Nc3ccc(OC)cc32)cc1	9%	6.7%	3%	12%	-7%
CCCSc1nc2ccccc2n1CC(=O)O	4%	i	2%	-2%	2%
CC(=O)OC(C(=O)N1CCOCC1)c1c(F)cccc1F (stereo not drawn)	-22%	0.1%	-2%	-2%	4%

Overlap with the part before: 5 compounds, followed by the next part.
SMILES	M. tuberculosis	inhibitors of VEEV	M. tuberculosis HTS	PhoP GFP inhibition	H1N1 NS1A inhibition	others
COc1ccccc1N1CCN(C(=O)c2sc3nc(-c4ccccc4)cn3c2C)CC1	35%	0.2%	2%	-5%&-5%	-6%
Nn1c(C2CCCCC2)nc2ccccc2c1=O	11%	i	2%	0%	2%
COc1ccc(C2=NNC(c3cccnc3)=Nc3ccc(OC)cc32)cc1	9%	6.7%	3%	12%	-7%
CCCSc1nc2ccccc2n1CC(=O)O	4%	i	2%	-2%	2%
CC(=O)OC(C(=O)N1CCOCC1)c1c(F)cccc1F (stereo not drawn)	-22%	0.1%	-2%	-2%	4%
O=C1c2ccccc2NC(c2ccc(Cl)cc2Cl)N1O (stereo not drawn)	10%	14%	-5%	-13%	-2%
Cc1ccc(S(=O)(=O)NCc2ccc(C(=O)N3CCN(c4ccc([N+](=O)[O-])cc4)CC3)cc2)cc1	8%	2.3%	11%	6%	-3%
COc1ccc(OCc2cc(C(=O)NC(C)Cc3cnccn3)no2)c(Cl)c1 (stereo not drawn)	4%	0.6%	6%	4%	10%
CC(C)C1N=C2c3ccccc3N=C(SCC#N)N2C1=O (stereo not drawn)	3%	1.0%	-6%	-2%	2%
Cc1nnc(SCC2=C(C(=O)O)N3C(=O)C(NC(=O)Cn4cnnn4)C3SC2)s1 (stereo not drawn)	9%	0.9%	0%	-2%	0%
C[C@H](CO)NC(=O)[C@H](C)[C@H]1C[C@]1(C)[C@H](NC(=O)OCc1ccccc1)c1ccccc1	12%	0.5%	-6%	-4%	-18%
Cc1cc(C(=O)OCC(=O)N2CCOCC2)ccc1[N+](=O)[O-]	8%	i	8%	-1%	0%
O=C(Nc1ccc(F)cc1)c1nc(S(=O)(=O)Cc2ccccc2)ncc1Cl	?	?	54%	-3%	2%
CC(=O)Nc1ccc(NC(=O)C(C)OC(=O)CSCc2cccc(Cl)c2)cc1 (stereo not drawn)	1%	1.1%	24%	-1%	-14%
Cc1cc(NS(=O)(=O)c2ccc(NC(=O)CSc3nnc(-c4ccco4)n3Cc3ccco3)cc2)nc(C)n1	30%	1.9%	-2%	0%	4%
O=C(CSc1ccc(Cl)cc1)NNC(=O)c1ccncc1	.	0.5%	.	.	-4%
Cc1ccc(-n2c(-c3ccncc3)nnc2-c2cccs2)cc1	.	i	-5%	-6%	-5%
CNc1nc(-c2ccc3c(c2)CCN3C(=O)c2ccc(F)cc2)cs1	.	3.5%	.	.	1%
Cc1cc(C)c(S(=O)(=O)N2CCCC(C(=O)NCCC3=CCCCC3)C2)c(C)c1 (stereo not drawn)	3%	i	-2%	-4%	24%
Cc1ccc(S(=O)(=O)Nn2c(O)c(C=C3N=c4ccccc4=N3)sc2=S)cc1	-2%	1.1%	1%	1%	4%
O=c1oc2ccccc2c2[nH]ccc12	1%	0.3%	-2%	7%	1%
CCCC(=O)Nc1cc(C)cn(Cc2c(F)cccc2Cl)c1=O	-11%	2.1%	0%	3%	-5%
O=C(/C=C/c1ccc(O)c(O)c1)OC1C(O)CC(OC(=O)/C=C/c2ccc(O)c(O)c2)(C(=O)O)CC1O (stereo not drawn)	0%	0.4%	7%	-4%	-20%
COC(=O)c1ccc(CSc2nc(N)cc(N)n2)cc1	6%	i	-2%	-2%	-2%
Nc1nc(NCc2ccc(Cl)cc2)nc(NCCO)c1[N+](=O)[O-]	11%	7.3%	5%	-1%	-17%

In the list so far, these contain a thiophene ring, fused or not.
SMILES	M. tuberculosis	inhibitors of VEEV	M. tuberculosis HTS	PhoP GFP inhibition	H1N1 NS1A inhibition	others
O=C(Nc1cccc(N2C(=O)C3C4C=CC(C4)C3C2=O)c1)c1cccs1 (stereo not drawn)	11%	1.5%	3%	-5%	-4%
Cc1ccc(-n2c(-c3ccncc3)nnc2-c2cccs2)cc1	.	i	-5%	-6%	-5%

(listing goes on)
SMILES	M. tuberculosis	inhibitors of VEEV	M. tuberculosis HTS	PhoP GFP inhibition	H1N1 NS1A inhibition	others
COc1ccccc1C1CC(c2cccc(NS(C)(=O)=O)c2)=NN1S(=O)(=O)c1ccccc1 (stereo not drawn)	11%	8.3%	-2%	-13%	-5%
O=C(C1CC1)N1N=C(c2ccccc2)CC1(O)C(F)(F)F (stereo not drawn)	7%	i	0%	-4%	-2%
Cc1cc(C(=O)COC(=O)c2ccc3c(c2)OCO3)c(C)n1CC1CCCO1 (stereo not drawn)	15%	0.7%	4%	2%	8%
O=[N+]([O-])c1cccc2nc3ccccc3c(NCCCn3ccnc3[N+](=O)[O-])c12	.	1.7%	.	.	4%
O=C1N=C(N2CCOCC2)S/C1=C\c1ccc(-c2ccccc2Cl)o1	-10%	1.2%	-1%	-18%	-9%	inhibitors of VEEV 10K pilot screen=6.2
COc1cccc(N2[C@@H](CC(C)=O)c3ccc(/C=C/C(C)=O)cc3S2(=O)=O)c1	71%	24%	61%	8%	-27%
CC(=O)c1ccc(COC(=O)c2cc3ccccc3oc2=O)cc1	?	1.1%	14%	4%	-2%
COc1cc(S(=O)(=O)N2CC(=O)Nc3ccccc32)ccc1NC(C)=O	6%	4.2%	4%	0%	1%
COc1ccc(NC(=O)C2=C(C)NC(=O)NC2c2cccc(OC)c2OC)c(OC)c1 (stereo not drawn)	7%	1.2%	-14%	-2%	-6%
Fc1ccc2nc(Nc3nc4cc5c(cc4s3)OCCO5)sc2c1	73%	3.1%	56%	-2%	-2%
CCOC(=O)C1CCN(C(=O)CN2C(=O)COc3ccc(C(C)(C)C)cc32)CC1	4%	i	-6%	-2%	7%
Cc1ccc(Nc2nc(NCc3ccco3)c3ccccc3n2)cc1	?	i	?	6%	21%
CCOc1ccc(CC(=O)N/N=C(\C)c2cccnc2)cc1OCC	-7%	i	-1%	-3%	5%
CC(=O)c1ccc(N2CCN(C(=O)COc3ccccc3F)CC2)c(F)c1	.	i	-2%	-12%	7%
O=C(N/N=C/c1ccc(N2CCOCC2)o1)c1cccc(C(F)(F)F)c1	-10%	1.5%	-17%	6%	-24%
CC(=O)OC1=C(C#N)Cn2ccc3cccc1c32	-4%	.	5%	-23%	.
COc1ccccc1NC(=O)C1C2C=CC(C2)C1C(=O)NCc1cccnc1 (stereo not drawn)	-22%	0.8%	0%	-5%	2%
CCc1nnc2n1N=C(c1ccc(-c3cc(Cl)ccc3Cl)o1)CS2	15%	3.9%	5%	-12%	10%
Cc1[nH]c(-c2ccc(F)cc2)cc1C(=O)N1CCN(c2ccccc2F)CC1	-11%	1.1%	9%	-6%	-12%
CCC(=O)N1c2ccccc2-c2nnc(SC)nc2OC1c1ccc(OC)c(OC)c1 (stereo not drawn)	21%	0.4%	-11%	-1%	-3%
O=C(O)Cc1sc(NCCc2ccccc2)nc1-c1ccc(F)cc1	9%	1.7%	3%	8%	2%
O=S(=O)(NCC(c1ccco1)N1CCCCC1)c1ccccc1C(F)(F)F (stereo not drawn)	.	2.1%	0%	.	-11%
Oc1ccc(N=Nc2n[nH]c(-c3ccc(Cl)cc3)n2)cc1	77%	1.2%	12µM*	1%	17%
CCOC(=O)c1cn2nc(Oc3ccc(C)cc3)ccc2n1	34%	0.3%	7%	3%	.
O=C(Cn1cc(C(F)(F)F)cc(Cl)c1=O)NCC1COc2ccccc2O1 (stereo not drawn)	-17%	0.5%	5%	.	-4%
Cc1ccc(NC(=O)Cn2c(=O)cnc3ccccc32)cc1S(=O)(=O)N1CCOCC1	16%	1.6%	11%	.	1%
COc1cc(CC(=O)Nc2sc3c(c2C(N)=O)CCCC3)cc(OC)c1OC	-17%	0.2%	4%	7%	9%
C=CCn1c(SCC(=O)NC(=O)c2cccc([N+](=O)[O-])c2)nnc1-c1ccccc1F	4%	8.5%	-6%	2%	-6%
CC(C)(CO)NS(=O)(=O)c1ccc2c(c1)C(=O)c1cc(S(=O)(=O)NC(C)(C)CO)ccc1-2	2%	0.1%	-9%	4%	-3%
O=C(CCN1CCCCCC1)Nc1ccc2c(c1)OCCO2	13%	0.3%	2%	-9%	-5%
COCCN1C(=O)N[C@@H](c2ccc(Br)cc2)C(C(=O)OC)=C1C	6%	.	5%	5%	.
CCc1nn2cc(C(=O)c3cc(Cl)ccc3O)cnc2c1-c1ccc(F)cc1	17%	6.8%	2%	3%	-3%
CN(C)CCCNC(=O)c1ccc(Cl)c(S(=O)(=O)N(C)c2ccccc2)c1	-10%	i	-18%	12%	-1%
O=C(NCCCN1CCCC1=O)C(=O)Nc1cccc(F)c1	-7%	3.6%	-1%	9%	-3%
COc1ccccc1N(CC(=O)N/N=C/c1c(O)ccc2ccccc12)S(C)(=O)=O	21%	10%	16%	-10%	7%
COc1ccc(C(=O)N/C(=C\c2ccco2)C(=O)NCc2ccco2)cc1	6%	i	2%	8%	3%
CCCNS(=O)(=O)c1ccc(OCC(=O)NCc2ccc3c(c2)OCO3)cc1	8%	2.6%	2%	5%	-3%	inhibitors of VEEV 10K pilot screen=6.0
Cc1ccc(S(=O)(=O)N(C)c2nc3ccccc3n3c(C(C)C)nnc23)cc1	-1%	4.6%	9%	-7%	-5%
Fc1cccc(Cl)c1CSc1ncn[nH]1	1%	0.7%	-17%	1%	18%
CCOc1ccc(C(=O)NCc2ccccn2)cc1	-2%	i	-13%	7%	1%
O=C(Nc1ccc(S(=O)(=O)N2CCCCC2)cc1)C1CCCN(C(=O)c2ccc(Cl)cc2)C1 (stereo not drawn)	24%	i	8%	-6%	0%
NC(N)=N/N=C/c1ccc2cccc(OCc3ccccc3)c2n1	?	i	53%	-15%	-2%
CCN(C(=O)CCS(=O)(=O)c1cccc2nsnc12)c1cccc(C)c1	0%	0.7%	-4%	6%	-6%

Screens: PubChem BioAssay, Southern Research Specialized Biocontainment Screening Center
